TTR transcr act: increases transthyretin transcription; SH-SY5Y TTR promoter Gaussia luciferase, luminescence; 100% = recombinant luciferase protein wells; 92,000 compounds, 1.3% hits; activation, % at 16.7 µM; AID 1117267;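 active means activation above the mean of all tested compounds plus 3 SD, cut at about 9.5% in these data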;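 further: cells exposed to compounds for one day before reading; 0% = median of all test compound wells on the plate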
The depositor's hits bear a star. These rows are one share of the data (hit frequency here may not be typical).

canonical_smiles	TTR transcr act
CN(CCOC(=O)c1cccc(F)c1)Cc1ccccc1	-1.1
CCOC(=O)C(=Cc1ccc(OCc2ccc([N+](=O)[O-])cc2)c(OC)c1)C(=O)OCC	-11.5
Cc1ccc(NC(=S)N(Cc2cccc(Br)c2)CC2CCC(C(=O)O)CC2)cc1 (stereo not drawn)	0.0
Nc1cc(C(=O)OCC(=O)NCc2ccc(F)cc2)ccc1Cl	3.2
CCC1=C(OC(=O)N(CC)CC)N2C(=O)OC(=NCc3ccccc3)[C@]2(C)[C@H]2C1=CC[C@H]1C(=O)NC(=O)[C@H]12	-1.6
COc1ccc(C(O)c2nc(-c3cccc(O)c3)cs2)cc1 (stereo not drawn)	-0.4
CCN(CC)CCn1c(=N)n(CCOc2ccccc2)c2ccccc21	0.9
O=C(CCOc1ccccc1)Nc1nnc(-c2ccc3c(c2)OCCO3)o1	-0.7
Cn1cccc1C1C(C#N)=C(N)OC2=C1C(=O)CC(C)(C)C2 (stereo not drawn)	0.2
CC(=O)N(Cc1ccco1)C1(C(=O)NC2CCCCC2)CCCCC1	10.2*
Cn1ncc(N)c1C(=O)Nc1cccc(C(F)(F)F)c1	-3.4
Cc1ccc(CN2CC(N3CCCC3)CS2(=O)=O)cc1 (stereo not drawn)	7.6
CCCCCCN1C[C@H](n2cc(C3CC3)nn2)[C@@H](O)C[C@@H]1c1ccc(Cl)cc1	2.5
Cc1ccccc1NC(=O)CCC(=O)OCC(=O)c1ccc(-c2ccccc2)cc1	-1.3
CCN(CC)CCNCC(=O)N1c2ccccc2CCc2ccc(NC(=O)OC)cc21	0.1
CCOC(=O)N1CCC(N2CCN(Cc3ccc(F)c(F)c3)C(CCO)C2)CC1 (stereo not drawn)	-0.6
COc1cccc2sc3cc(NCCCN4CCOCC4)ccc3c(=O)c12	-0.2
CN1CCN(C(=O)c2cc(-c3ccco3)on2)CC1	1.0
O=C(CO/N=C/c1ccc(OC(F)F)cc1)NCc1ccc(F)cc1	-2.2
[O-]/C(=C(\C(=S)NCc1ccc2c(c1)OCO2)[n+]1ccccc1)c1ccc(Cl)s1	3.8
CN1CCN(c2ccc(NC(=S)NC(=O)c3cccc4c(Cl)cccc34)cc2)CC1	3.4
COc1ccc(NC(=O)CCCSc2ccccc2)cc1S(N)(=O)=O	-0.7
CCc1nc2sccc2c(=O)[nH]1	-1.3
Cc1ccc(SCC(=O)NC2CC3CCC(C2)N3C)cc1 (stereo not drawn)	-2.3
COc1ccc(C(=O)C2CCCN(S(=O)(=O)c3cccnc3)C2)c(C)c1 (stereo not drawn)	-0.2
COc1ccc(C2c3c(ccc4ccccc34)Oc3ncn4nc(-c5ccco5)nc4c32)cc1 (stereo not drawn)	3.4
CCc1ccc(C(=O)CN2C(=O)C(C)N(c3ccc(C)cc3)C2=O)cc1 (stereo not drawn)	-2.6
C=CCC(=O)NC1CC(C)(C)Cc2c1cnn2-c1ccc(C)cc1 (stereo not drawn)	1.5
O=C1Nc2ccccc2C(O)(C(=O)N2CCCCC2)N1c1ccccc1 (stereo not drawn)	-0.5
Cc1ccc(/C=N/Nc2cc(C)nc(N3CCOCC3)n2)cc1	0.3
COC(=O)c1ccc(CSc2ccc3nnc(-c4ccc(OC)c(OC)c4)n3n2)o1	0.1
O=C(NCc1ccc(Cl)cc1)N1CCN(C(=O)c2ccccc2)CC1	0.9
CC(/C=N/NC(=O)c1ccncc1)=C\c1ccc(C(C)C)cc1	-2.4
Cc1cccc(N(CC(=O)Nc2ccccc2F)S(C)(=O)=O)c1	1.3
NC(=O)C1(N2CCCCC2)CCN(CC(=O)Nc2ccc(Oc3ccccc3)cc2)CC1	-0.6
COC(=O)CC1c2cc(OC)c(OC)cc2CC(=O)c2cc(OC)c(OC)cc21 (stereo not drawn)	0.3
O=C(c1ccc(Cl)cc1)N(Cc1ccccc1F)N1C(=O)CCCC1=O	-1.1
C[C@@H]1CN([C@@H](C)CO)C(=O)CCCn2nncc2CO[C@@H]1CN(C)C(=O)CCC(F)(F)F	-0.4
Cc1cccc2cc(C#N)c(SCC#N)nc12	-0.1
CCn1nc(C)c(C2C(C#N)=C(N)OC3=C2C(=O)CC(C)(C)C3)c1C (stereo not drawn)	0.1
OC[C@H](O)[C@H](O)[C@@H](O)[C@@H](O)[C@@H]1SC(c2ccccc2)=NN1c1ccccc1	-3.0
Cc1ncc(CO)c(/C=N/NC(=O)c2ccccc2Br)c1O	0.4
CN(CC(=O)Nc1ccccc1Cl)CC(=O)N(C)c1c(N)n(Cc2ccccc2)c(=O)[nH]c1=O	2.3
Cc1ccc(Nc2cc(C)nc3nnnn23)cc1	-0.4
Cc1cc(C(=O)Nc2ccc(Br)cc2)c2ccccc2n1	0.6
COc1ccc(CCNC(=O)c2c(O)c3c([nH]c2=O)CCCC3)cc1OC	1.2
NNC(=O)Cn1nc2n(c1=O)-c1ccccc1SC2	2.6
CCCCNC(=O)O[C@H]1CC[C@@]23CCCN2C(=O)CCC[C@H]3[C@H]1C	-0.5
O=C(CSC(=S)N1CCCC1)NCC(=O)Nc1ccc(F)c(F)c1	-1.0
CCN(CC)C(C)C(=O)NCC1(c2ccccc2)CCOCC1 (stereo not drawn)	-0.3
CN(Cc1ccccc1)S(=O)(=O)c1ccc(OCC(=O)NCc2ccccn2)cc1	0.0
O=C(NC1CCCCC1)C(c1cccnc1)N(C(=O)c1ccc(Cl)nc1)C1CCCCC1 (stereo not drawn)	-0.6
O=c1[nH]n2c(=O)c3c([nH]c2c1N=Nc1cccc(Cl)c1)CCC3	-0.1
CC1Nc2nc(NC(=O)C(C)(C)C)[nH]c(=O)c2N(C)C1C (stereo not drawn)	0.3
Cc1nc2ccc(Br)cc2c(-c2ccccc2)c1C(=O)O	-0.9
COc1ccc(C(=O)NNC(=O)C2CCN(S(=O)(=O)c3ccc(C)cc3)CC2)cc1	-1.9

The list goes on:
canonical_smiles	TTR transcr act
CCCOc1ccccc1NS(=O)(=O)c1ccc2[nH]c(=O)[nH]c2c1	0.7
Cc1cc(C)cc(NC(=O)CCC(=O)Nc2nnc(C(F)(F)F)s2)c1	0.3
COc1ccc(C2Nc3ccccc3C(=O)N2Cc2ccccc2)cc1Cn1nnc2ccccc21 (stereo not drawn)	-2.7
Cc1ccc(N2C(=O)NC(NC(=O)C(C)(C)C)(C(F)(F)F)C2=O)cc1 (stereo not drawn)	-2.1
FC(F)(F)c1ccc(Oc2ccccc2Cl)nc1	-1.2
COC(=O)c1cn(NC(=O)/C=C/c2cccc(OC)c2OC)c(=O)c2ccccc12	1.3
O=C(CN1C(=O)c2ccccc2S1(=O)=O)NCc1ccccc1	0.8
Cc1ccc(S(=O)(=O)CCN2CCN(c3ccccn3)CC2)cc1	-1.0
COc1ccc(CCNC(=O)CCC(=O)N2CCN(S(=O)(=O)c3ccccc3)CC2)cc1OC	-0.7
CCOC(=O)C1=C(C)NC(C)=C(C(=O)OCC)C1c1ccco1	-0.2
CCCn1ccnc1SCC(=O)Nc1c(C)n(C)n(-c2ccccc2)c1=O	-0.7
O=[N+]([O-])c1cc(C2Nc3cccc4cccc(c34)N2)ccc1Cl	-0.6
COC(=O)Cc1c(C)c2ccc(OCc3nn[nH]n3)cc2oc1=O	0.7
CCN1CCN(c2cc(C(C)(C)C)nc3c(-c4ccccc4)c(C)nn23)CC1	-0.9
CC(=O)c1cnc2nc(SCc3ccc(Cl)cc3)nn2c1C	-0.1
CCc1ncc(CN2CCCC(C(=O)Nc3cccc(-c4ccc(F)cc4)c3)C2)cn1 (stereo not drawn)	0.5
CCOC(=O)CC1C(=O)NCCN1C(=O)c1sc2ccccc2c1Cl (stereo not drawn)	-2.2
COc1cc2c(cc1OC)C(C)N(C(=O)Nc1ccccc1)CC2 (stereo not drawn)	0.4
CCOC(=O)c1c(NC(=O)CN2CCCCC2)sc2c1CCCC2O (stereo not drawn)	-0.6
CCCc1nc2c3ccccc3ccn2c1Cc1ccc(C)cc1	-0.4
COCC(=O)N(C)C[C@@H]1Oc2ncc(Br)cc2C(=O)N([C@@H](C)CO)C[C@H]1C	2.5
Cc1nn(-c2ccccc2)c(C)c1C=O	-2.7
CSc1cccc(NC(=O)CN(C)S(=O)(=O)c2cnc[nH]2)c1	0.1
CCCCc1cc(=O)oc2c(C)c(OCc3nn[nH]n3)ccc12	-0.9
CC(=O)Nc1ccc(S(=O)(=O)N2CCNC(=O)C2)cc1	2.2
CCC(=O)Oc1ccc(NC(=O)c2ccco2)cc1	1.4
CC(=O)c1sc2nsc(SCCN3CCCC3)c2c1N	2.0
Cc1ccc(S(=O)(=O)N2C[C@@H]3c4ccccc4N(S(=O)(=O)c4ccc(C)cc4)[C@@H]3[C@@H](C)C2CC(=O)c2ccccc2)cc1 (stereo partly drawn)	-1.0
N#C/C(=C\c1ccccc1OCC(=O)O)c1nc2ccccc2[nH]1	-0.7
CC(=O)Nc1cccc(NC(=O)c2cccc(-c3ccc(O)cc3)c2)c1	-1.0
Nc1ncnc2c1ncn2C1OC(CO)C(O)C1O (stereo not drawn)	3.7
C[C@H](NC(=O)c1ccco1)C(=O)Nc1nnc(SCc2ccccc2)s1	2.2
Cc1ccc(-n2c(=O)cc(N3CCN(C(=O)c4ccco4)CC3)[nH]c2=O)cc1	0.0
CCn1c(CNC(=O)c2ccco2)nnc1SCC(=O)Nc1cccc(F)c1	1.4
CC(OC(=O)CCC(=O)c1ccc(Cl)s1)C(=O)NC1(C#N)CCCCC1 (stereo not drawn)	-1.3
CSc1nnc(C(C)(C)C)c(=O)n1/N=C/c1ccc(Cl)cc1	0.1
Cc1ccccc1NC(=O)C1C2CCC(O2)C1C(=O)O (stereo not drawn)	1.9
Oc1ccc2ccccc2c1C=NCc1ccccc1	-0.4
CCCn1nnc(NC(=O)COc2ccc(C3CCCCC3)cc2)n1	5.7
O=S(=O)(NC1CCCCC1Oc1ccccc1)c1ccccc1 (stereo not drawn)	1.1

Printed as active in TTR transcr act, of those listed so far:
canonical_smiles	TTR transcr act
CC(=O)N(Cc1ccco1)C1(C(=O)NC2CCCCC2)CCCCC1	10.2*

(more compounds)
canonical_smiles	TTR transcr act
Cc1ccc(-c2ccc(CN3C(C)C(=O)N(Cc4cn(Cc5ccco5)nn4)CCS3(=O)=O)cc2)cc1 (stereo not drawn)	3.5
CCOC(=O)C1=C(c2ccccc2)Nc2ncnn2C1c1cc(OC)ccc1OC (stereo not drawn)	-0.5
Cc1cccc(OCC(=O)NCCNC(=O)c2cnccn2)c1	-0.8
COc1cc(CCC(=O)Nc2ccc(C)c(S(=O)(=O)N3CCCCCC3)c2)cc(OC)c1OC	-5.4
CC(C)(O)C#Cc1ccc(C(=O)N2CCN(c3ccccc3)CC2)cc1	0.8
Cc1ccc(C(O)c2cccnc2)o1 (stereo not drawn)	-1.1
C[C@@H]1CCCCO[C@H](CN(C)C(=O)Nc2ccc3c(c2)OCO3)[C@@H](C)CN([C@H](C)CO)C(=O)c2cc(NS(=O)(=O)c3ccc(F)cc3)ccc2O1	2.0
COc1ccc(/C=C/c2c([N+](=O)[O-])c(=O)n(C)c(=O)n2C)c(OC)c1	3.1
CCOC(=O)N1CCC(N2CCCC(C(=O)c3cccc(OC)c3)C2)CC1 (stereo not drawn)	-1.8
Cc1cccc(N/C(N)=N/c2nc(C)c(Cc3ccccc3)c(=O)[nH]2)c1	-0.1
Cc1ccc(C)n1-n1c(C)nc2scc(-c3ccccc3)c2c1=O	0.8
O=c1cc(CSc2nnc(COc3ccccc3)o2)c2ccccc2[nH]1	-3.2
Cc1cc(C)cc(NC(=O)COC(=O)c2cc(=O)[nH]c(=O)[nH]2)c1	3.9
COc1ccc(NC(=O)Cn2nnc(C(=O)NCc3ccc4c(c3)OCO4)c2N)cc1	-1.8
CC(=O)N(C(C)=O)c1nc(-c2ccccc2)cn1/N=C/c1ccccc1	-2.3
CCc1ccccc1NNC(=O)c1snnc1C	-0.1

Three compounds already listed, arranged by heavy-atom count, ascending.
canonical_smiles	TTR transcr act
CN1CCN(C(=O)c2cc(-c3ccco3)on2)CC1	1.0
CCCn1nnc(NC(=O)COc2ccc(C3CCCCC3)cc2)n1	5.7
COC(=O)c1ccc(CSc2ccc3nnc(-c4ccc(OC)c(OC)c4)n3n2)o1	0.1

Pulled by structure from above, 6 records:
canonical_smiles	TTR transcr act
Cc1cc(C)cc(NC(=O)COC(=O)c2cc(=O)[nH]c(=O)[nH]2)c1	3.9
Cc1cccc(N/C(N)=N/c2nc(C)c(Cc3ccccc3)c(=O)[nH]2)c1	-0.1
COc1ccc(NC(=O)Cn2nnc(C(=O)NCc3ccc4c(c3)OCO4)c2N)cc1	-1.8
Cc1ccc(C)n1-n1c(C)nc2scc(-c3ccccc3)c2c1=O	0.8
CCc1ccccc1NNC(=O)c1snnc1C	-0.1
O=c1cc(CSc2nnc(COc3ccccc3)o2)c2ccccc2[nH]1	-3.2

(more compounds)
canonical_smiles	TTR transcr act
COC(=O)NCc1ccc2c(c1)OCO2	-1.1
COc1ccc(OCCNS(=O)(=O)c2ccccc2)cc1	1.7
COC(=O)C1CCN(C(=O)c2cc(S(=O)(=O)N3CCCCC3)ccc2Cl)CC1	1.2
CCCC1=NN(C(=O)Cc2ccc(OC)c(OC)c2)C(O)(C(F)(F)F)C1 (stereo not drawn)	-0.6
CCOC(=O)c1cn(CC(=O)Nc2ccc(C(C)C)cc2)nn1	2.4
COc1ccc(C(=O)Nc2cc(OC)c(Cl)cc2Cl)cc1	2.2
CCN(CC)c1ccc(/C=N/Nc2nc(C)cc(=O)[nH]2)cc1	-1.1
O=C(CSc1ccc(Cl)cc1)NC1CCCc2ccccc21 (stereo not drawn)	0.3
C[C@@H]1C=C[C@](Cc2ccccc2)(C(=O)NCCc2c[nH]c3ccccc23)N1C(=O)c1ccccc1	-3.3
Cc1ccc(C)c(-n2c(-c3ccc4c(c3)OCO4)n[nH]c2=S)c1	-0.6

Compound activity deposited in PubChem BioAssay by The Scripps Research Institute Molecular Screening Center.
